Screening data from PubChem.
All columns: NCI-60 one-dose screen, growth in % after 48 h at 10 µM unless noted; 100 = growth as untreated, 0 = no growth, -100 = all killed.
EKVX: EKVX NSCLC; AID 1794765; hit rate 3% among 71,000
LOX IMVI: LOX IMVI melanoma; hit rate 7.4% among 79,000
M14: M14 melanoma; hit rate 6.2% among 80,000
A549/ATCC: A549/ATCC NSCLC; hit rate 3.7% among 81,000; AID 1794740
CCRF-CEM: CCRF-CEM leukemia; hit rate 7% among 77,000
SK-MEL-5: SK-MEL-5 melanoma; hit rate 6.4% among 80,000
HOP-92: HOP-92 NSCLC cells. hit rate 6.3% among 71,000
HOP-62: HOP-62 NSCLC; AID 1794735; hit rate 3.9% among 80,000
* hit, by the source's call; . = not tested or not shown; & = joins results of further samples. Rule for the calls: active = growth percent below 10; inactive = the rest.

SMILES	EKVX	LOX IMVI	M14	A549/ATCC	CCRF-CEM	SK-MEL-5	HOP-92	HOP-62
Cc1cccc(NC2=C(C#N)C(=O)NC3(CCCC3)S2)c1	106	97	105	30	90	96	.	99
CCCSc1nc(NCCc2c[nH]c3ccccc23)c(C#N)c(-c2ccc(F)cc2)n1	51	21	75	59	34	13	52	40
COc1ccc(/C=C/C(=O)c2ccc3cc(OC)c(OC)cc3c2)cc1OC	.	6.6*	64	19	33	37	51	36
O=C1c2ccccc2C(=O)N1c1ncnc2nc[nH]c12	97	94	111	99	92	110	.	98
COc1cc(-n2cc(-c3ccc(S(C)(=O)=O)cc3)[nH]c2=O)cc(OC)c1OC	114	98	100	112	69	109	110	105
O=C1Nc2ccc(Br)cc2C1=N/C=c1\[nH]c(=O)/c(=C/c2ccccc2)s1	.	87	91	89	69	83	64	50
CCOC(=O)C(CCc1ccccn1)C(C)=O (stereo not drawn)	.	105	100	99	104	104	111	104
COC1OC2COC(c3ccccc3)OC2C(O)C1N (stereo not drawn)	107	96	101	102	102	103	.	97
COc1cc(NCC(O)CN(CC(C)C)CC(C)C)c2nc(C)ccc2c1 (stereo not drawn)	80	90	89	67	115	93	99	68
CCCCC/C=C\C/C=C\CCCCCCCCOc1ccccc1CCOP(=O)(O)OCC[N+](C)(C)C	91	104	102	106	105	102	115	119
CCCc1c(C(=O)NC2CCN(Cc3ccccc3)CC2)cnn1-c1ccccc1	.	99	100	96	91	76	.	101
CN(C(=O)c1ccc(C(C)(C)C)cc1)c1sc2c(c1C#N)CCC(=O)C2	69	-72*	19	92	8.9*	-70*	22	35
CCc1ccc(CCN2C(=O)c3ccccc3C2=O)nc1	91	101	110	106	108	107	.	102
CCOC(=O)C(/C=N/C(N)=S)=C(/O)c1ccccc1	95	95	94	105	98	101	104	94
CSc1ncnc2ncn(C)c12	112	98	96	88	115	100	100	104
CCOC(=O)CSc1nc(-c2cnccn2)cc(-c2cccs2)c1C#N	103	89	93	103	35	97	.	89
O=CNc1ccccc1Cl	98	96	95	72	85	99	93	83
CSc1ccc(C2C(C#N)=C(N)N(c3ccc(OC(F)(F)F)cc3)C3=C2C(=O)CC(C)(C)C3)cc1 (stereo not drawn)	91	100	94	90	85	95	85	101
CCCCn1c(=N)c(S(=O)(=O)c2ccccc2)cc2c(=O)n3ccccc3nc21	93	84	111	90	96	86	53	91
CC(C)COC(=O)OCC(C)C	96	95	95	101	102	100	85	93
N#CCCN=Nc1c(O)[nH]c2ccc(Cl)cc12	77	86	104	110	110	98	100	96
O=C(C(=O)N1CCOCC1)c1cn(C(=O)c2ccccc2)c2ccccc12	92	95	96	117	99	111	56	87
COc1ccc(/C=C2\Oc3cc(O)ccc3C2=O)c(OC)c1OC	105	103	117	101	102	94	129	107
COC(=O)C1SCCCS1	.	117	113	96	93	100	97	113
CC(C)(C)c1ccc(C(=O)Nc2sc3cc(N4CCCC4)ccc3c2C(N)=O)cc1	93	77	97	95	90	53	103	102

For convenience, some entries already given:
SMILES	EKVX	LOX IMVI	M14	A549/ATCC	CCRF-CEM	SK-MEL-5	HOP-92	HOP-62
COC(=O)C1SCCCS1	.	117	113	96	93	100	97	113
CC(C)(C)c1ccc(C(=O)Nc2sc3cc(N4CCCC4)ccc3c2C(N)=O)cc1	93	77	97	95	90	53	103	102

Next part:
SMILES	EKVX	LOX IMVI	M14	A549/ATCC	CCRF-CEM	SK-MEL-5	HOP-92	HOP-62
Cn1c(N)c([C@@H]2c3c(n(C)c(=O)n(C)c3=O)Oc3ccc4ccccc4c32)c(=O)n(C)c1=O	101	87	97	99	109	100	103	90
C=CCOc1c(C)cc(C#N)cc1C	95	97	98	94	102	103	118	90
COc1cc(C(=O)/C=C/C23c4ccccc4C(c4ccccc42)C2C(=O)NC(=O)C23)cc(OC)c1OC (stereo not drawn)	37	50	61	48	35	48	35	64
Nc1ccn(C2CC(N)C(CO)O2)c(=O)n1 (stereo not drawn)	100	75	66	76	.	84	96	69
CN(C)c1ccnc2c1ccn2C(=O)NS(=O)(=O)c1ccc(Cl)cc1	98	104	107	103	100	99	100	114
O=C(Nc1ccc(Br)cc1)c1ccccc1	92	95	98	95	100	98	100	95
c1ccc(N2CCN(c3ncnc4cc[nH]c34)CC2)cc1	93	89	100	89	79	91	.	96
CC1(C)O[C@@H]2C[C@H]3[C@@H]4CCC5=CC(=O)CC[C@]5(C)[C@@]4(F)[C@@H](O)C[C@]3(C)[C@]2(C(=O)CO)O1	79	93	86	61	68	101	64	107
Clc1cccc(Cl)c1NC1=NCCN1	107	99	99	.	105	103	75	101
CCOC(=O)/C(C#N)=C/c1ccc(OC)cc1	104	98	97	93	31	95	92	87
CCOC(=O)NC1c2ccccc2Oc2ccccc21	87	79	101	72	98	110	61	87
N#C/C(=C\C=C\c1ccccc1)c1nc(-c2ccc(Cl)cc2)cs1	102	101	94	99	127	93	108	104
O=C(/C=C/c1ccc(F)cc1)N1CCN(C(=O)/C=C/c2ccc(C(F)(F)F)cc2)CC1	93	111	97	97	103	99	.	109
Cc1cccc(NC(=O)c2sc3nc4c(cc3c2N)CCC4)c1C	.	24	19	19	11	24	18	36
COc1cc(/C=C/C(=O)c2cc(OC)c(OC)c(OC)c2)ccc1OCc1ccc(C)cc1	96	97	107	106	102	100	123	104
CCCN(CCC)C(=O)c1ccc(C(C)C)cc1	98	93	99	76	83	104	86	95
O=C1N(Cc2ccccc2)CC2(Br)COCOC12O (stereo not drawn)	103	.	102	105	91	.	107	102
COc1cc(/C=C2/SC(=O)NC2=O)cc(OC)c1OC	72	43	80	90	86	91	.	86
Oc1cccc(CCc2ccccn2)c1	108	94	114	87	115	104	102	112
OCc1ccccc1SSc1ccccc1CO	103	89	94	99	44	.	111	135
O=C(c1ccc(Cl)cc1)C1[C@H](c2ccccc2Cl)[C@@H](c2ccccc2)NC12C(=O)Nc1ccc(Cl)cc12 (stereo partly drawn)	-23*	-100*	-83*	-23*	-7.0*	-98*	-76*	-72*
O=C(Cc1ccc(Cl)cc1F)Nc1cc(C2(C(F)(F)F)CC2)nn1CC1CCCCC1	92	103	.	98	102	99	86	131
Clc1cc(Cl)c(Cl)c(-c2nnc3sc(-c4ccncc4)nn23)c1	81	94	93	106	95	95	77	92
CC1(C)CC[C@]23CC[C@]4(C)[C@H](CC[C@@H]5[C@@]6(C)C=CC(=O)C(C)(C)[C@@H]6CC[C@]54C)[C@H]2[C@H]1OC3=O	98	96	89	99	114	89	92	102
C#CC1(O)CCC2C3CCc4cc(OC)ccc4C3CCC21C (stereo not drawn)	96&114	93&94	96&99	94&107	105&94	107&108	91&105	96&123
SMILES	EKVX	LOX IMVI	M14	A549/ATCC	CCRF-CEM	SK-MEL-5	HOP-92	HOP-62
Nc1cccc(-c2nc3sccn3c2-c2ccnc(NCCNS(=O)(=O)c3ccc(Br)cc3)n2)c1	89	104	104	99	101	91	89	108
COc1ccc(NCC(=O)Nc2ncc(Cc3ccc(Cl)cc3)s2)cc1	57	18	48	55	49	38	93	50
NC1=NC(=O)CS1	105	94&99	99&108	96&100	84&102	105&104	106&102	92&100
Cn1c2c(Cl)c(Cl)ccc2c2cn[nH]c(=O)c21	53	109	106	100	.	92	86	101
CCOc1ccc(S(=O)(=O)Nc2ccc3c(c2)N(S(=O)(=O)CC)CCC3)cc1	96	83	107	84	81	75	86	70
O=C1COc2cc(O)cc(O)c21	120	109	104	106	102	113	.	118
CCOC(=O)C1=C(C)N=C2Sc3ccccc3N2C1c1cn[nH]c1-c1ccc(F)cc1 (stereo not drawn)	88	87	103	75	73	96	64	71
Cc1cc(=O)[nH]c2ccccc12	.	101	94	100	105	90	81	114
N#CC1CCc2c(c(-c3cn[nH]c3C(F)(F)F)nc3c(F)cc4[nH]ncc4c23)C1 (stereo not drawn)	57	17	19	75	29	6.5*	37	35
O=C1C=CC2C3C=CC(C3)C12 (stereo not drawn)	.	100	98	105	94	101	.	100
Cc1ccc(-c2cc(C(=O)N3CCC(Cc4ccccc4)CC3)nn2-c2ccc(S(C)(=O)=O)cc2)cc1	85	96	117	88	95	93	99	95
Cc1nc2c(=O)[nH]c(SCC(=O)Nc3cccc(F)c3)nc2[nH]c1=O	104	101	96	106	91	102	100	99
O=c1[nH]c2ccc(Oc3ncccn3)cc2c(=O)n1Cc1cccc(NS(=O)(=O)c2ccc(F)cc2)c1	103	96	95	95	92	97	85	94
ClC1C(Cl)C2CC1C1CC3OC3C21 (stereo not drawn)	.	98	97	104	.	100	107	115
C/C(O)=C(\N=Nc1ccccc1)C(N)=O	.	112	125	95	101	102	109	115
[O-][N+](=Nc1cccc(Cl)c1)c1cccc(Cl)c1	89	97	96	95	111	96	94	107
CC(=NCc1ccccc1)c1ccc(O)cc1O	111	94	104	100	85	95	76	101
CC1=C(C)C2C(CC(C)C)NC(=O)C23C(=O)CC2C4OC(C)(CCC4O)C2C3C1O (stereo not drawn)	94	97	88	94	85	96	65	101
Cn1c(=O)c2c(nc(Sc3nc(N)cc(=O)[nH]3)n2Cc2ccccc2)n(C)c1=O	102	98	103	104	100	98	85	92
CC(=S)Nc1ccccc1	87	91	97	80	102	98	91	82
Cc1cccc(Oc2ccc(Nc3ncnc4ccc(NC(=O)CN5CCN(C)CC5)cc34)cc2Cl)c1	25	-94*	-73*	28	4.6*	-77*	43	60
COc1cc(-c2ccc(-c3ccc(C(=N)N)cc3)s2)cc(OC)c1OC	75	27	48	75	27	55	43	59
CCOC(=O)c1c[nH]c2cc(OCC3CC3)c(OCC3CC3)cc2c1=O	116	113	115	109	91	112	116	109
CCn1c2[n+](c3ccccc31)CCC2	.	93	101	99	84	97	.	92
Cn1cnc2c1c(=O)n(CC(=O)Nc1ccccc1)c(=O)n2C	104	92	94	87	96	110	.	93

Arranged by molecular weight (ascending): 13 of the compounds above
SMILES	EKVX	LOX IMVI	M14	A549/ATCC	CCRF-CEM	SK-MEL-5	HOP-92	HOP-62
NC1=NC(=O)CS1	105	94&99	99&108	96&100	84&102	105&104	106&102	92&100
O=C1C=CC2C3C=CC(C3)C12 (stereo not drawn)	.	100	98	105	94	101	.	100
CC(=S)Nc1ccccc1	87	91	97	80	102	98	91	82
CCn1c2[n+](c3ccccc31)CCC2	.	93	101	99	84	97	.	92
CC(=NCc1ccccc1)c1ccc(O)cc1O	111	94	104	100	85	95	76	101
[O-][N+](=Nc1cccc(Cl)c1)c1cccc(Cl)c1	89	97	96	95	111	96	94	107
COc1ccc(NCC(=O)Nc2ncc(Cc3ccc(Cl)cc3)s2)cc1	57	18	48	55	49	38	93	50
Cn1c(=O)c2c(nc(Sc3nc(N)cc(=O)[nH]3)n2Cc2ccccc2)n(C)c1=O	102	98	103	104	100	98	85	92
CC1=C(C)C2C(CC(C)C)NC(=O)C23C(=O)CC2C4OC(C)(CCC4O)C2C3C1O (stereo not drawn)	94	97	88	94	85	96	65	101
CCOc1ccc(S(=O)(=O)Nc2ccc3c(c2)N(S(=O)(=O)CC)CCC3)cc1	96	83	107	84	81	75	86	70
CCOC(=O)C1=C(C)N=C2Sc3ccccc3N2C1c1cn[nH]c1-c1ccc(F)cc1 (stereo not drawn)	88	87	103	75	73	96	64	71
Cc1ccc(-c2cc(C(=O)N3CCC(Cc4ccccc4)CC3)nn2-c2ccc(S(C)(=O)=O)cc2)cc1	85	96	117	88	95	93	99	95
Nc1cccc(-c2nc3sccn3c2-c2ccnc(NCCNS(=O)(=O)c3ccc(Br)cc3)n2)c1	89	104	104	99	101	91	89	108

(cont.)
SMILES	EKVX	LOX IMVI	M14	A549/ATCC	CCRF-CEM	SK-MEL-5	HOP-92	HOP-62
N#Cc1c(-c2ccc(O)cc2)cc(-c2c[nH]c3ccccc23)nc1-c1c[nH]c2ccccc12	100	63	100	105	77	85	125	94
C[C@@H](C[C@H](CCO)c1ccccc1)c1ccoc1	100	95	101	90	86	101	91	96
CN(C(=O)COc1ccccc1)c1ccc([N+](=O)[O-])cc1	.	99	108	103	96	99	110	106
O=c1c2sc3ncccc3c2ncn1-c1cccc(Cl)c1	.	104	110	98	92	102	102	103
N#CC(Cc1cccc2ccccc12)c1cc2ccccc2[nH]1 (stereo not drawn)	94	91	83	89	-47*	96	56	78
COc1cc(/C=C/C(=O)CC(=O)/C=C/c2ccc(O)c(OC)c2)ccc1O	.	8.8*	7.2*	64	5.3*	71	72	41
Cc1nc2sc3cc(O)ccc3c2c(=O)[nH]1	96	80	96	98	95	99	108	109
CC(=O)NC1(C#N)c2ccccc2-c2ccccc21	106	94	100	96	105	97	88	92
Cc1cccc(-n2c(Cn3nc(C)cc3-c3ccc(Cl)cc3)nnc2SCC(=O)Nc2ccc(S(N)(=O)=O)cc2)c1	88	90	106	87	101	97	.	97
CC1OC2CC(=O)OC2C2=C1C(=O)c1c(O)c3c(c(O)c1C2=O)C1CC(O)C3(O)C(C)O1 (stereo not drawn)	13	-66*	-77*	2.7*	12	-96*	-13*	-49*
N#CCCNc1ccc(NCCC#N)c2c1C(=O)c1c(O)ccc(O)c1C2=O	.	67	88	54	.	68	.	76
C/C(=N\N1CC(=O)NC1=O)c1ccc([N+](=O)[O-])o1	91	68	103	97	106	93	.	120
Cc1cccc(N(CCO)CCO)c1	89	92	.	96	51	97	100	88
CCCC1OCC(C)([N+](=O)[O-])CO1 (stereo not drawn)	88	90	97	108	95	95	114	100
CCc1nc(C#N)c(N2CCC(c3nc(-c4ccc(F)cc4)no3)CC2)o1	90	.	98	101	.	99	79	98
C#CCOc1ccc(/C=C2/SC(=S)NC2=O)cc1OC	96	86	100	98	102	96	85	91
CN(C)c1nc(NNC(=O)c2ccccc2)nc(N(C)C)n1	94	103	106	105	112	107	98	94
O=c1[nH]cnc(O)c1C1C=CC=CC=C1	104	92	101	90	92	102	117	106
Cc1ccc(OCc2ccccc2)cc1	110	93	99	96	123	102	89	104
CCCCCCCCOC(=O)Nc1ccc(OCC)cc1	112	92	99	101	104	98	95	112
COc1cc(-c2nn(C(=O)NS(=O)(=O)c3ccc(Cl)cc3)cc2-c2ccncc2)ccc1Cl	61	78	75	72	91	94	43	68
